UDG counterscr: counter-screen for AID inhibitors: uracil-DNA glycosylase inhibition. Potency, µM (series often up to 115 µM), without a hit: at the highest dose activity change, negative = inhibition, hits mostly inhibitors. FRET deamination/UDG coupled assay, UDG read, 4 h. 91,000 tested, 0.14% active; also: nearly all actives have a fitted effect of over 65% in size
AID inh: inhibitors of human activation induced cytidine deaminase | Q9GZX7 | AID deamination FRET fluorescence, UDG-coupled, 4 h | Potency, µM (titrated, usually from 115 µM), inactives show top-dose activity change, negative = inhibition, hits mostly inhibitors | 91,000 tested, 0.32% active; also: nearly all actives have a fitted effect of over 25% in size
Target sequence (Q9GZX7 whole entry, looked up): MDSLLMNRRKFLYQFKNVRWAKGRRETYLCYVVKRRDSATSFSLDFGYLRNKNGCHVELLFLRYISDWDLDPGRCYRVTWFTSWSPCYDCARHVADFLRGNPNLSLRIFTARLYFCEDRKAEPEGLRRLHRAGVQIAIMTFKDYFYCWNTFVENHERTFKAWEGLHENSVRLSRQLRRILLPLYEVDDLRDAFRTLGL
* marks the source's active call; other numbers are inactive results; u = inconclusive; [ ] = remark or other dose. Calls follow the shape of the dose curve; as a rule, active = well fitted curve in the direction sought with a large enough effect; inconclusive = small, poorly fitted or top-dose-only effect, or another doubt; inactive = no such curve, though single readings can be large; an effect the other way counts as inactive or inconclusive. % is scaled to controls: 0 for no effect and ±100 for the full control effect; potency is read from the fitted curve at half-maximal effect. Some of the compounds tested; count on the stated rates, not on these rows.

SMILES | UDG counterscr | AID inh
CCn1c(SCC(=O)Nc2ccc(F)cc2F)nnc1C(C)NC(=O)c1ccco1 (configuration not stated) | 3.2% | 1.7%
NCCSCc1ccco1 | -9.8% | 4.8%
COCCCNC(=O)Cn1ccc2ccc(Cl)cc21 | 0.0% | -3.8%
Cc1cc(C)cc(OCCOCCn2c(-c3ccc(Cl)cc3)nc3ccccc3c2=O)c1 | -16.6% | -19.5%
Cc1c(C(=O)Nc2ccc3c(c2)N(C)C(=O)CO3)oc2ccccc12 | 4.5% | 1.5%
CCN(CC)S(=O)(=O)c1cccc(NC(=O)COC(=O)c2cc(=O)c3ccccc3o2)c1 | -7.5% | -7.0%
CC(C)Oc1ccc(CNS(=O)(=O)c2ccc(-c3cc(C(F)(F)F)on3)s2)cc1 | -0.4% | 8.0%
CCOc1ccc(NC(=O)CSc2nnc3scc(-c4ccc(Cl)cc4)n23)cc1 | -17.4% | -11.2%
CCOC(=O)Cn1c(=O)c2c(nc(N3CCOCC3)n2Cc2ccccc2)n(C)c1=O | -5.8% | -16.3%
O=C(Nc1ccccc1)C1CCN(S(=O)(=O)c2ccc3[nH]c4c(c3c2)CCCCC4)CC1 | 43.0%[activator] | u
CC(C)c1ccc(C(C)NC(=O)c2ccc(C(F)(F)F)nc2)cc1 (configuration not stated) | -14.4% | -6.4%
Oc1ccc(N=Cc2ccc3ccccc3c2)cc1 | u | 14.1µM*
COc1ccc(C(CNC(=O)c2cc(-c3cccs3)on2)N2CCOCC2)cc1 (configuration not stated) | -6.7% | 2.4%
CC(C)c1ccc(NC(=O)CSc2ncc3c(n2)-c2cc(Cl)ccc2N(C)S3(=O)=O)cc1 | -6.5% | 0.2%
O=C(CCc1nc(-c2ccc(Cl)cc2)no1)Nc1cccc(S(=O)(=O)NC2=NCCC2)c1 | 4.7% | -11.7%
CCCCNC(=O)CSc1cc(C)c2cccc(C)c2n1 | 2.7% | -2.7%
COc1ccc(C(CNC(=O)C2CCN(S(=O)(=O)c3ccc4c(c3)CCC4)CC2)N(C)C)cc1 (configuration not stated) | 2.5% | -6.8%
CCOC(=O)c1cc(-c2ccccc2)n(CC(=O)NC(C)c2ccccc2)c1C (configuration not stated) | 2.8%[57.5 µM] | 7.4%
Cc1ccccc1/[N+]([O-])=C\c1cccs1 | u | 10.8%
COc1ccc(N(CC(=O)N2CCN(c3ccc(F)cc3)CC2)S(=O)(=O)c2c(C)noc2C)cc1 | -14.7% | u
N#CC1(c2ccc(NC(=O)Cc3ccc(Cl)cc3)cc2)CCCC1 | 1.0% | -4.6%
CCC(Cc1ccccc1)NC(=O)Cn1nc(C)n2c(cc3occc32)c1=O (configuration not stated) | -2.9% | -0.2%
NC(=O)c1ccc(NC(=O)COC(=O)c2cc(=O)[nH]c3ccccc23)cc1 | -0.9% | 1.7%
CC(=O)c1c(C)oc2c(Br)cc(NS(=O)(=O)c3ccc(Br)cc3)cc12 | 9.7% | 7.3%
CCOc1cc(S(=O)(=O)NCCc2c(C)[nH]c3ccc(C)cc23)ccc1Br | -10.3%[57.5 µM] | 2.2%
NC(=O)C(c1ccccc1)N(Cc1cccs1)C1CC1 (configuration not stated) | -6.4% | -16.9%
COc1ccc(OC)c(NC(=O)CN2C(=O)COc3ccc(S(=O)(=O)NC4CCCC4)cc32)c1 | -1.1% | 3.8%
Nc1ccccc1C1CC1(Cl)Cl (configuration not stated) | -1.2% | -6.8%
CC1(C)CC(=O)c2cc(-c3nc(-c4ccccc4)cs3)c(=O)[nH]c2C1 | 4.2% | 9.9%
CCc1ccc(S(=O)(=O)c2cn(C)c3cc(N4CCC(C)CC4)c(F)cc3c2=O)cc1 | 0.8% | -1.6%
O=C(O)c1ccc(F)cc1Br | 4.4% | -0.9%
CC(C)c1ccc(S(=O)(=O)N2CCN(CC(=O)NC(C)c3cccs3)CC2)cc1 (configuration not stated) | -4.5% | -18.5%
Oc1c(C(c2ccc(Br)cc2)N2CCOCC2)sc2nc(-c3ccco3)nn12 (configuration not stated) | 4.8%[57.5 µM] | 49.0%[activator]
CCc1ccc(NS(=O)(=O)c2ccc(C(=O)N(C)C)s2)cc1 | -5.4% | -12.2%
COc1ccc(Cl)cc1NC(=O)CCCn1c(=O)c2cccn2c2cccnc21 | -2.1% | -17.5%
COc1ccc(OC)c(CNC(=O)c2scnc2C)c1 | 7.4% | 10.7%
Cc1ccc(NC(=O)CN(C)C(=O)CN2CCCC(C(F)(F)F)C2)cc1 (configuration not stated) | -3.4% | -7.5%
COc1ccc(NC(=O)CCn2cccn2)cc1OC | 2.0% | 39.4%[activator]
Cc1ccc(COc2ccc(C3C(C#N)=C(N)Oc4cc(O)ccc43)cc2)cc1 (configuration not stated) | -4.7% | -0.6%
CC1=C(C(=O)OC2CCCCCC2)C(c2c(Cl)cccc2Cl)CC(=O)N1 (configuration not stated) | -25.6% | 144.2%[activator]
CN(C(=O)Cn1ncc2c1-c1ccccc1OC2)c1ccc(Br)cc1 | u | -25.6%
O=C(O)CCc1ccc(S(=O)(=O)NCc2ccco2)cc1 | 11.1% | -0.8%
O=C(O)c1cnc(-c2ccccc2)[nH]1 | 8.9% | 14.7%
FC(F)(F)c1ccc(/C=N/Nc2ccccc2Cl)cc1 | -7.5% | -5.5%
O=[N+]([O-])c1ccc(/C=N/OCc2cc(F)cc3cccnc23)cc1 | 3.7% | -13.4%
COc1ccc(CCNC(=O)CCn2c(=O)c3cccn3c3ccc(F)cc32)cc1OC | -1.1%[57.5 µM] | -8.6%
NCC1CCN(Cc2ccco2)C1 (configuration not stated) | -0.9% | 10.9%
Cc1ccc(NC(=O)n2ncc3c(C)cccc32)c(C)c1 | -0.9% | -22.6%
COc1nc2ccccc2nc1N1CCC(C(=O)Nc2ccc(Cl)cc2)CC1 | 1.5% | 0.7%
Cc1ccc(CC(=O)N(C)Cc2ccsc2)cc1 | -3.6% | -0.6%
COc1ccc2nc(N(Cc3cccnc3)C(=O)Cc3ccccc3)sc2c1 | -17.5% | -15.3%
CC1CCc2c(sc3nnn(CC(=O)Nc4ccc(Cl)cc4)c(=O)c23)C1 (configuration not stated) | -6.9% | -10.2%
Cc1cccc(NC(=O)C2CCN(S(=O)(=O)c3c(C)noc3/C=C/c3ccco3)CC2)c1C | 9.9%[57.5 µM] | -20.4%
O=Cc1cc(Cc2ccccc2Cl)ccc1O | 5.4% | u
COC(=O)c1cccc(OC(=O)c2ccccc2C)c1 | 10.9% | -3.4%
CCc1ccccc1NC(=O)c1ccc(CN2C(=O)CCn3nc(C)cc32)cc1 | 13.2% | -1.4%
Cc1ccccc1CN1CCN(C(=O)c2cc(-c3cccnc3)nc3ccccc23)CC1 | 6.3% | -5.6%
CCNc1ccc(S(=O)(=O)N(CC)CC)cc1N | 1.4% | 7.2%
CCOc1ccc(CCNC(=O)c2cc(Nc3ccc(C)cc3C)nc3ccccc23)cc1OCC | -12.1%[57.5 µM] | 7.2%
COc1ccc(-n2ccn(CC(=O)NCCc3ccccc3)c(=O)c2=O)cc1OC | 0.5%[57.5 µM] | 6.1%

Next compounds follow.
SMILES | UDG counterscr | AID inh
COc1ccc(Nc2ncc(C(=O)Nc3cccc(OC)c3)c3ccccc23)cc1 | -14.3% | u
Cc1ccc(-n2c(=O)c3c4c(sc3n(Cc3cc(=O)n5cc(Cl)ccc5n3)c2=O)CCC4)cc1C | -23.4% | -24.0%
COc1ccc2c(c1)cc1c(=O)n(CC(=O)NC3CC3)nc(C)n12 | 0.0% | 7.1%
O=C(CSc1nccn1Cc1ccc(Cl)cc1)Nc1nc2ccccc2s1 | -2.7% | -12.4%
Cc1nc2ccc(S(=O)(=O)CCC(=O)Nc3ccccc3C)cc2s1 | -14.5% | -0.9%
O=C(CCN(Cc1cccs1)C1CC1)NC1CC1 | 8.3% | 4.1%
CC(C)c1nc2ccc(C(=O)NCc3ccc(F)cc3)cc2o1 | -6.8% | -12.4%
CC(NC(=O)c1ccco1)C(=O)Nc1nc(-c2ccc3ccccc3c2)cs1 (configuration not stated) | -6.2% | -4.7%
N#Cc1ccc(-c2ccc(OCC(=O)c3ccc4c(c3)OCCCO4)cc2)cc1 | 0.3% | -0.3%
Cc1cc(C)cc(NC(=O)C2CCCCC2)c1 | -8.4% | 17.1%
C/C(=N\Nc1ccccc1Br)c1ccc(-c2ccccc2)cc1 | -1.3% | -8.1%
CCOC(=O)c1cc2cc(Cl)ccc2[nH]1 | 3.7% | 5.0%
Cc1ccc(C(=O)Nc2ccc(F)cc2)cc1S(=O)(=O)N1CCOCC1 | -7.3% | -17.0%
Cc1ccc(C(=O)NC(=S)NNC(=O)C2CC2)cc1 | -0.9% | -4.7%
CN(CC(=O)N1CCN(Cc2ccccc2)CC1)C(=O)Cc1n[nH]c(=O)c2ccccc12 | 0.9% | 5.9%
COc1ccc(NS(=O)(=O)c2cc3c(cc2C)NC(=O)CO3)c(OC)c1 | 2.5% | 2.4%
COc1ccc(N2CC(NC(=O)COc3ccccc3)CC2=O)cc1OC (configuration not stated) | -2.4% | 37.3%[activator]
COc1ccc(NC(=O)c2cc(CN3CCCC3)on2)cc1Cl | 2.6% | 3.6%
NC(=O)c1cccnc1NCCc1cccs1 | 3.4% | 10.3%
COc1ccc(C(=O)COC(=O)c2cc(-c3ccccc3)nc3c(C)cccc23)cc1 | -7.3%[57.5 µM] | -1.4%[57.5 µM]
CC(=O)N(Cc1cccnc1)c1nc2ccc(F)cc2s1 | 2.7% | -3.4%
CCOC(=O)c1cnc2c(ccc3ccccc32)c1Nc1ccc(OC)c(OC)c1 | 0.8% | -19.9%
CCCNC(=O)c1ccc(Cn2c(SCC(N)=O)nc3ccccc3c2=O)cc1 | -9.5% | -11.0%
C/C(=N\Nc1nc(C)cc(C)n1)c1ccc([N+](=O)[O-])cc1 | -15.1% | -9.9%
NCc1cccc(NC(=O)C2CC2)c1 | -7.1% | -5.0%
Cc1cccc(OCCC(=O)NC23CC4CC(CC(C4)C2)C3)c1 | -5.6% | -16.3%
CCOC(=O)CNC(=O)c1cc2cccc(OCC)c2oc1=O | -9.7% | 4.5%
CCC(=O)N1CCc2cc(CNC(=O)c3ccccc3C)ccc21 | -1.5% | 9.0%
O=C(O)Cn1cccc(C(F)(F)F)c1=O | -6.1% | -5.5%
Cc1cc(C)cc(OCCCn2c(-c3ccc(Cl)cc3)nc3ccccc3c2=O)c1 | -5.5% | 6.6%
COC(=O)c1ccc(Cl)cc1NC(=O)N1CC2CCCN2c2ccccc21 (configuration not stated) | -23.8% | u
CCCC(=O)OCC(=O)NCc1ccc(OC)cc1 | -3.0% | 2.8%
CC(C)(C)C1CCc2c(sc(NC(=O)c3noc4c3CCCC4)c2C#N)C1 (configuration not stated) | 0.0% | 17.6%
Cc1cc(S(=O)(=O)Nc2cc3c(cc2N2CCOCC2)n(C)c(=O)c(=O)n3C)ccc1F | 13.5% | 103.3%[activator]
CC(NC(=O)C1CCCCC1)C1CCCO1 (configuration not stated) | -5.9% | -2.6%
CNC(=O)c1ccc(NC(=O)c2nsc3ccccc23)cc1 | -11.0% | 3.1%
COc1cc(-c2noc(C3CC(=O)N(c4ccc5c(c4)OCCO5)C3)n2)cc(OC)c1OC (configuration not stated) | -29.0% | -12.9%
CC1=C(C#N)C(NC(=O)C2CC2)(C(F)(F)F)C(=O)N1 (configuration not stated) | 5.5% | 1.7%
CCOC(=O)c1cccc(NC(=O)CCCn2nc(C)c3c(C)n(-c4ccccc4)nc3c2=O)c1 | -13.8% | -6.8%
Cc1ccc(C)c(-c2cc(-c3ccccc3)c3ccccc3n2)c1 | 9.7% | -9.6%
COc1ccccc1OCC(=O)N(Cc1ccco1)Cc1ccccc1F | -9.4%[57.5 µM] | u
CCOc1ccc(C2c3[nH]c4ccccc4c3CCN2C(=O)CSc2ccccc2)cc1 (configuration not stated) | 0.0% | -21.4%
CCc1c(C)nc2n(c1=O)CN(CCCN1CCOCC1)CN2c1ccccc1OC | -6.5% | -5.2%
CC(C)Cn1c(Oc2ccc(Cl)cc2)nc2c1c(=O)n(C)c(=O)n2C | 4.7% | -3.8%
O=S(=O)(c1ccc(Cl)cc1)c1nc(-c2ccccc2F)oc1NCc1ccccc1 | -9.4% | -23.2%

3 compounds from above, ordered by length of the SMILES, descending.
SMILES | UDG counterscr | AID inh
CC(C)(C)C1CCc2c(sc(NC(=O)c3noc4c3CCCC4)c2C#N)C1 (configuration not stated) | 0.0% | 17.6%
COc1ccccc1OCC(=O)N(Cc1ccco1)Cc1ccccc1F | -9.4%[57.5 µM] | u
CCCC(=O)OCC(=O)NCc1ccc(OC)cc1 | -3.0% | 2.8%

(list continues)
SMILES | UDG counterscr | AID inh
COc1cccc2c1Oc1ncccc1N(C(=O)CCC(=O)NCc1ccc(C)cc1)C2 | 8.3% | 16.3%
COc1ccc(OC)c(C(=O)COC(=O)CCSc2ccccc2Cl)c1 | 9.7% | 11.9%
CCOc1ccc(-n2nnnc2CNS(C)(=O)=O)cc1 | 0.6% | -5.6%
O=C(CCCc1c[nH]c2ccccc12)NCC12CC3CC(CC(C3)C1)C2 | -6.1% | -13.6%
Cc1cc(C(F)F)n2nc(C(=O)Nc3ccc(F)c(Cl)c3)nc2n1 | 0.2% | -1.5%
c1ccc(CNCc2cccc(Oc3nnnn3-c3ccccc3)c2)cc1 | -6.6% | u
N#Cc1c(N)c(-c2ccccc2)c(F)c2ccccc12 | -16.7% | -1.7%
N#Cc1nc(-c2ccccc2F)oc1NCC1CCCO1 (configuration not stated) | -10.4% | -3.0%
Cc1ccc2nc(N(Cc3cccnc3)C(=O)c3ccc4c(c3)OCCO4)sc2c1 | -3.2% | -7.4%

Assay outcomes (PubChem)
